Compound activity as filed in PubChem BioAssay.
hgDAF12 agonist: hgDAF-12 agonism, primary luciferase screen. HEK293 GAL4-hgDAF12 UAS-luciferase reporter, agonist luminescence; normalized to butyrate control. 1.8% of 370,000 active. AID 687014. activation, % at 6.8 µM;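 active = activation above a cutoff set at the mean of all screened compounds plus 3 SD, cut at about 10% in these data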;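 also: 0% = DMSO wells and 100% = sodium butyrate wells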
DAX1 inh-1: inhibitors of human orphan nuclear receptor DAX1 (NR0B1); HEK293 Gal4-DAX1 luciferase reporter, luminescence; AID 504766; 0.99% of 340,000 active; P51843; inhibition, % at 6.75 µM;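 active = inhibition above the mean over all tested compounds plus 3 SD, cut at about 4.2% in these data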;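 also: 0% = DAX1-transfected cells with DMSO and 100% = empty-vector control cells with DMSO; inhibition shows as a rise in luminescence from relieved DAX1 repression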
ADAM17 inh: ADAM17 inhibition, QFRET primary screen; P78536; recombinant ADAM17, EDANS/DABCYL FRET peptide cleavage; inhibition, % at 6.95 µM; 0.83% of 370,000 active;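 active = inhibition above the mean of compounds lying between control limits plus 3 SD, set per campaign, cut at about 8.5% in these data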;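 also: 0% = DMSO-only wells as the low control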
Target sequence (P78536 215-824 limits assumed): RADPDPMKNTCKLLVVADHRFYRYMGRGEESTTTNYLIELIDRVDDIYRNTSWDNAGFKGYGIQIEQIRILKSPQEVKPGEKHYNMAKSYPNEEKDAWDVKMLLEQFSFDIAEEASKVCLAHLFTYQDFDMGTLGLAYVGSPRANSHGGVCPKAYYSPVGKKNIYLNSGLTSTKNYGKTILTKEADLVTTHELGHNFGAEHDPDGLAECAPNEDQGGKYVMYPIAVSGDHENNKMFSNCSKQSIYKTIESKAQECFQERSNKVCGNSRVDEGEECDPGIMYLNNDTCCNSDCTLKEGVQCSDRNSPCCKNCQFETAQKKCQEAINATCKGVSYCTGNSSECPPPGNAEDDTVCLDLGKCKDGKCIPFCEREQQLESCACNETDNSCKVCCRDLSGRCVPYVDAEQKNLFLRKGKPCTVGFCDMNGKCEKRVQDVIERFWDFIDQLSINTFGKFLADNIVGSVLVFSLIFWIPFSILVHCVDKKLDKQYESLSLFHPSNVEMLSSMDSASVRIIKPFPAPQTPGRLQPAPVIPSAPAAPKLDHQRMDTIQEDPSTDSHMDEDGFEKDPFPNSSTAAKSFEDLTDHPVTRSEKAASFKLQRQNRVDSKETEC
ssDAF-12 act: activators of S. stercoralis DAF-12 nuclear receptor; HEK293 ssDAF-12/GRIP1 lit1-tk-luc reporter, luminescence; % of 3 µM dafachronic acid response; activation, % at 6.8 µM; 1% of 370,000 active; AID 652126;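 active = activation above the mean over all tested compounds plus 3 SD, cut at about 0.9% in these data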;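 also: 0% = DMSO-only wells and 100% = 3 µM delta7-dafachronic acid wells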
MBD2 DNA inh: inhibitors of human MBD2 binding to methylated oligonucleotide | Q9UBB5 | TR-FRET | inhibition, % at 4.4 µM | 0.31% of 370,000 active | AID 686964; in the data active = inhibition above about 13%
Target sequence (Q9UBB5 whole entry, looked up): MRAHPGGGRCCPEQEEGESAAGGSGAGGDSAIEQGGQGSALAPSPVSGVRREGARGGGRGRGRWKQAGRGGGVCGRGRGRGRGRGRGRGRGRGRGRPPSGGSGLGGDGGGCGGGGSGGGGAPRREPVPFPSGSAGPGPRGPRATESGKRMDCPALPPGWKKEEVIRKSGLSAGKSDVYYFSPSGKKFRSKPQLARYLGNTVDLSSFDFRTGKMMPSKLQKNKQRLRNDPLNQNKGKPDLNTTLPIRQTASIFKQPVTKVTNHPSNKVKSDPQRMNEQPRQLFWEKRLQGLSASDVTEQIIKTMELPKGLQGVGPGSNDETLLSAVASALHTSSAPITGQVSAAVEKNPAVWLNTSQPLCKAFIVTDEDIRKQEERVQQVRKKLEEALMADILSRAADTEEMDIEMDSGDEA
Rev-erbA mod: modulators of human Rev-erb alpha DNA binding. P20393. Rev-erbα–FITC-DNA binding, fluorescence polarization, 90 min. activity, % at 10 µM. 0.79% of 370,000 active. AID 1259318;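 active = activity above about 14%, limit read from the data; passing the limit was not always enough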;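 also: 0% = DMSO wells with 35 nM protein and 100% = DMSO wells with 750 nM protein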
hcDAF-12 act: H. contortus DAF-12 activation, primary screen; HEK293 hcDAF-12 lit1-tk-luc reporter, luminescence; 0% DMSO, 100% Δ7-dafachronic acid; activation, % at 6.8 µM; 1.4% of 370,000 active; AID 652067;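 active = activation above the mean of all tested compounds plus 3 SD, cut at about 5.5% in these data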;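 also: 100% = response to 3 µM Δ7-dafachronic acid high control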
PLCb3 inh: blocks human PLC-beta3 enzyme activity. inhibition, % at 12.2 µM. Purified PLC-beta3, fluorogenic substrate, fluorescence. Q01970. 0.18% of 370,000 active; in the data active = inhibition above about 11%;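 also: 0% = median of compound wells on plate and 100% = full blocker control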
SMARCA2 act: increases SMARCA2 function in MMTV reporter cells | MG213 cells, MMTV-luciferase reporter, dexamethasone, overnight | activation, % at 9.1 µM | 1% of 370,000 active | AID 652017; in the data active = activation above about 7.8%;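 also: 0% = vehicle wells and 100% = reference activator wells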
PLC-gamma1 inh: inhibitors of human phospholipase C gamma1; 0.84% of 370,000 active; P19174; AID 720700; purified PLC-gamma1, fluorogenic substrate, fluorescence; inhibition, % at 12.2 µM; in the data active = inhibition above about 9.5%
DAX1 inh-2: inhibitors of DAX1 repression of SF-1 activated StAR promoter; AID 652010; 1.1% of 370,000 active; inhibition, % at 6.8 µM; HEK293T StAR-luciferase reporter, SF-1/DAX-1 repression relief;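 active = inhibition above the mean over all tested compounds plus 3 SD, cut at about 3.6% in these data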;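 also: 0% = DAX-1 cells with DMSO and 100% = cells lacking DAX-1 with DMSO; higher inhibition means more luminescence from relief of DAX-1 repression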
* = called active by the depositor; . = no result given.

Sample of the layout (3 entries):
SMILES	hgDAF12 agonist	DAX1 inh-1	ADAM17 inh	ssDAF-12 act	MBD2 DNA inh	Rev-erbA mod	hcDAF-12 act	PLCb3 inh	SMARCA2 act	PLC-gamma1 inh	DAX1 inh-2
Cc1nc(SCC(=O)N2CCCCCC2)c2c(=O)n(C)c(=O)n(CC(C)C)c2n1	-5.7	-1.3	-4.5	-2.1	-3.6	1.8	-2.6	-6.8	-8.2	0.0	-1.9
COc1ccc2[nH]c(=O)c(CN(Cc3nnnn3Cc3ccccc3)CC3CCCO3)cc2c1 (stereo not given)	-4.7	0.0	-48.8	-1.3	-6.8	2.6	-1.4	-39.3	-1.4	-26.5	-0.2
CC1=NN(C(=O)c2ccccc2)C(O)(c2ccc(Br)cc2)C1 (stereo not given)	8.0	3.5	1.1	-1.1	-1.6	-2.1	2.1	-7.8	2.8	-0.6	0.4

All compounds of this part (from the top)
SMILES	hgDAF12 agonist	DAX1 inh-1	ADAM17 inh	ssDAF-12 act	MBD2 DNA inh	Rev-erbA mod	hcDAF-12 act	PLCb3 inh	SMARCA2 act	PLC-gamma1 inh	DAX1 inh-2
Cc1nc(SCC(=O)N2CCCCCC2)c2c(=O)n(C)c(=O)n(CC(C)C)c2n1	-5.7	-1.3	-4.5	-2.1	-3.6	1.8	-2.6	-6.8	-8.2	0.0	-1.9
COc1ccc2[nH]c(=O)c(CN(Cc3nnnn3Cc3ccccc3)CC3CCCO3)cc2c1 (stereo not given)	-4.7	0.0	-48.8	-1.3	-6.8	2.6	-1.4	-39.3	-1.4	-26.5	-0.2
CC1=NN(C(=O)c2ccccc2)C(O)(c2ccc(Br)cc2)C1 (stereo not given)	8.0	3.5	1.1	-1.1	-1.6	-2.1	2.1	-7.8	2.8	-0.6	0.4
COc1ccc(CNC(=O)CS(=O)Cc2nc(-c3ccc(OC)c(OC)c3)oc2C)cc1 (stereo not given)	-0.5	0.7	-6.2	-1.0	4.7	2.1	-1.8	-5.7	-2.5	0.9	-0.7
O=C(Nc1nnc([C@@H]2C[C@H](O)[C@@H](CO)O2)s1)Nc1ccccc1F	15.2*	.	1.6	-0.3	-7.4	-0.3	4.8	4.4	-0.9	2.8	7.3*
CC(C)[C@H](Nc1ccc(S(=O)(=O)N2CCOCC2)cc1[N+](=O)[O-])C(=O)OCC(=O)N(C(C)C)C(C)C	-1.5	0.0	0.4	-2.1	-1.7	-2.0	-3.3	0.6	-1.2	2.0	-0.2
COc1ccccc1Cc1c(-c2ccccc2)nc2ccc(Br)cn12	7.7	.	-3.0	0.1	-6.1	0.7	5.5	-22.2	-0.4	-17.4	2.9
Cc1cccc(NC(=O)C2CCN(C(=O)NC3CCCCC3)CC2)c1	-0.7	-1.0	-1.3	-0.9	-2.4	-1.7	-1.0	-3.3	-1.9	3.5	-0.1
CN1CCN(S(=O)(=O)Cc2ccc(Cl)cc2)CC1	1.5	1.0	-1.9	-1.1	7.2	-4.2	2.5	-7.7	-4.5	1.9	-0.2
CSc1nc(-c2ccc(N(C)C)cc2)c(C#N)c(=O)n1C	14.3*	0.7	-1.2	-0.5	0.3	-2.2	2.4	-129.3	2.2	-97.7	1.6
COC(=O)c1ccc(CSc2nnc(CS(=O)Cc3ccc(Br)cc3)n2-c2ccccc2)cc1 (stereo not given)	-7.5	-1.7	4.8	-1.7	4.5	0.5	-4.0	1.4	-5.7	2.5	-1.8
CC(=O)N(C)c1ccc(NC(=O)/C=C/c2ccccc2Cl)cc1	0.5	0.4	-6.6	-1.4	-5.2	1.4	-1.7	0.3	3.1	-1.2	0.9
Cc1cccc(N2C(=O)C(O)=C(C(=O)c3cccs3)C2c2ccc(C(C)C)cc2)n1 (stereo not given)	1.9	1.0	-0.8	-0.6	3.1	-3.9	0.2	-17.3	3.4	-8.3	0.0
O=C(NCCc1ccccc1)[C@@H]1CC=C[C@@H]2CCN(Cc3ccccc3)C(=O)[C@@H]21	-0.7	-0.1	-3.9	-1.0	-1.0	3.2	2.4	-0.1	1.4	-0.9	0.1
COc1ccc(-c2nnc(SCC(=O)Oc3ccc(C)cc3)o2)cc1	-1.0	-1.4	-4.7	-1.3	0.4	4.5	0.2	-3.8	-6.2	-1.5	0.1
O=c1cc(N2CCc3ccccc32)[nH]c(=O)n1-c1ccc(Cl)cc1	-1.1	-1.0	-5.3	-0.7	4.9	1.2	0.5	-6.1	-2.8	-9.7	-0.2
CS(=O)(=O)N1CCc2cc(C(=O)OCC(=O)c3ccccc3)ccc21	2.9	0.6	2.0	-1.1	3.4	0.5	2.9	2.3	1.4	0.5	-0.4
O=C(Nc1ccccc1N1CCOCC1)C1(c2ccc(Cl)cc2)CCC1	-0.5	-2.3	5.0	-1.8	-3.6	19.7*	-2.4	4.3	-2.6	1.9	-0.8
Cc1ccccc1N1CCN(S(=O)(=O)N(C)C)CC1	-1.2	0.1	-1.8	-0.6	2.7	1.6	-1.4	5.2	-2.2	7.3	-0.5
CC(C)(C)OC(=O)N1CCN(C(=O)Cn2cc(CCO)nn2)CC1	1.0	-0.8	-4.8	-1.4	3.1	4.4	-0.5	-0.6	-1.0	-0.2	0.1
CCOC(=O)CCCNC(=O)CN1C(=O)NC(c2ccccc2)(c2ccccc2)C1=O	0.1	2.2	-2.9	-1.3	-3.2	0.1	-1.8	-6.2	-1.5	2.6	-0.1
COCc1ccc(CN2CCC(n3nccc3NC(=O)c3ccc4c(c3)OCO4)CC2)o1	-1.3	-0.2	3.4	-1.0	-4.9	2.9	0.4	3.8	-3.2	1.5	-0.7
CCN(CC)S(=O)(=O)c1ccc(C(=O)NC2=NCCS2)cc1	1.7	-0.5	-3.5	-1.4	-0.5	1.1	-2.7	-2.2	-0.8	-3.0	-0.2
CCCCNc1nnc(Cc2ccc(Cl)cc2)c(=O)[nH]1	0.8	-0.2	-3.1	-1.0	3.0	4.7	-1.4	-1.8	-2.7	2.6	-0.2
CN1CCC(=NNC(=O)C(=O)NC(C)(C)C)CC1	2.8	0.8	-2.1	-1.1	4.8	2.4	1.4	-1.5	1.5	-0.2	0.3
Next section.
SMILES	hgDAF12 agonist	DAX1 inh-1	ADAM17 inh	ssDAF-12 act	MBD2 DNA inh	Rev-erbA mod	hcDAF-12 act	PLCb3 inh	SMARCA2 act	PLC-gamma1 inh	DAX1 inh-2
O=C(NCc1ccc2c(c1)OCO2)C(c1ccco1)N(C(=O)c1csnn1)c1ccccc1 (stereo not given)	-0.5	1.0	0.1	-1.4	-0.2	-5.0	-0.9	-1.0	2.7	1.1	0.3
COc1ccccc1Cn1c(=O)[nH]c2cccnc21	-2.5	0.3	-1.6	-1.0	6.3	-1.6	0.6	0.9	1.3	1.0	-0.7
O=C(CCNC(=O)N1CCn2c1nc1ccccc12)NCc1ccc(Cl)cc1	0.7	1.0	-4.4	-1.5	4.3	8.2	-0.7	-5.2	1.1	3.3	0.1
CCc1cc(/C(Cc2csc(C)n2)=N/O)c(O)cc1O	-2.0	-3.3	6.4	-1.8	13.8*	-4.2	-2.9	1.3	-3.1	4.2	-1.8
Cc1cc(C)c(OCC(=O)Nc2nnc(-c3ccco3)o2)c(C)c1	-0.2	0.7	-4.9	-0.6	6.6	-4.0	-1.8	-6.4	-3.3	-4.4	-0.8
CC(=O)N1CCc2cc(S(=O)(=O)NC(C(=O)NCc3ccccc3)C(C)C)ccc21 (stereo not given)	0.2	4.0	-3.5	-1.1	0.7	-0.9	-1.1	-4.7	-4.7	-1.8	-0.4
Cc1ccc(C(=O)OC(C)C(=O)NCc2ccc3c(c2)OCO3)cc1S(=O)(=O)N1CCOCC1 (stereo not given)	-2.6	0.4	-3.1	-0.6	5.3	2.4	-1.9	-6.1	-3.7	3.0	-4.1
O=c1c2ccccc2nc2n1C(CSc1ccccc1)CS2 (stereo not given)	0.9	-1.2	-3.9	-1.8	-1.0	6.3	-1.2	-5.3	-2.3	-3.8	-0.1
C=CCn1c(SCC(=O)c2ccc(CNC(C)=O)o2)nc2scc(C3CC3)c2c1=O	1.1	-0.3	-0.9	-0.5	-4.3	-1.8	-0.3	-4.8	2.3	-2.4	-0.4
Fc1ccc(-c2n[nH]c(=S)n2N=Cc2ccc(-c3ccccc3)cc2)cc1	2.0	.	-2.2	0.1	-0.5	-6.5	0.1	-2.2	-1.9	-1.6	-1.0
Cc1ccc(-c2nc3cnccn3c2Nc2ccc3c(c2)OCCO3)o1	2.9	-0.8	-2.2	-1.0	-2.6	-1.2	1.4	-74.9	1.0	-66.3	1.2
CSCC[C@H](NC(=O)N1C[C@H]2C[C@@H](C1)c1cccc(=O)n1C2)C(=O)Nc1ccc(NC(C)=O)cc1	1.1	4.1	-2.6	-1.3	3.0	1.2	-0.8	8.6	-3.0	4.2	0.5
Cc1cc(NC(=O)c2ccc(Br)cc2)nc(C)n1	0.3	-1.1	-5.6	-1.1	4.0	3.1	-0.4	-9.8	-2.4	0.7	0.2
CCNS(=O)(=O)c1ccc(NC(=O)c2ccc(Cn3cc([N+](=O)[O-])cn3)o2)cc1	0.2	-1.1	1.9	-1.7	1.7	-3.6	-0.9	3.3	1.9	1.2	-0.9
CC(C(=O)Nc1ccccc1)N(C)Cc1cccs1 (stereo not given)	2.1	1.1	-1.5	-0.3	-6.3	-5.2	-0.4	-3.1	-1.3	-1.5	0.1
COc1cc(CN2CCCN(C)CC2)cc([N+](=O)[O-])c1O	2.2	2.4	-2.0	-1.3	-4.9	2.5	0.0	-3.8	-1.4	-1.7	-0.6
O=C(Nc1ccccc1-c1ccccc1)c1ccco1	-0.8	0.0	3.2	-1.4	-5.6	-1.5	-1.5	2.0	-0.1	1.6	0.3
COc1ccc(S(=O)(=O)C(C#N)c2nc3ccccc3nc2N2CCCC(C)C2)cc1 (stereo not given)	0.1	-0.9	-124.4	-1.1	-4.0	5.1	-1.2	-455.0	2.4	-307.9	0.7
COc1ccc(Nc2nc(-c3sc(N)nc3C)cs2)cc1	8.0	0.5	-1.3	-0.1	-1.4	-5.5	2.5	-9.7	-2.1	-6.0	0.1
Cc1ccc(OCc2cc(C(=O)N(C)CCn3ccnc3C)no2)cc1C	3.0	0.9	-5.6	-1.5	-4.9	-5.4	-0.2	-9.5	0.0	-2.1	2.4
CC(C)COc1cccc(C(=O)N2CCN(C(=O)c3ccco3)CC2)c1	0.0	-0.6	-0.9	-1.8	2.6	-1.9	-0.6	-3.4	-3.1	0.2	0.4
CCN1C[C@@H]2[C@@H]3C(=O)N(Cc4ccccc4)C(=O)[C@@H]3[C@](Cc3ccccc3)(C1=O)N2C(=O)c1ccc(C(C)(C)C)cc1	2.3	1.3	-2.5	-0.9	-4.3	-1.0	0.2	-0.9	1.9	1.0	0.5
CCCn1nnc(NC(=S)NC(=O)C(C)(C)C)n1	0.8	-0.2	1.1	0.2	-2.8	6.1	1.5	4.0	1.3	1.1	0.3
CCCCn1c(SCC(=O)OCC)nnc1-c1ccoc1C	0.9	-0.7	-2.6	-1.7	2.5	1.6	-0.2	3.0	-0.7	3.5	-0.8
COC(=O)c1ccc(OC(C)C(=O)c2ccc(C)cc2)cc1 (stereo not given)	-1.3	-0.9	-1.5	-1.8	5.7	2.8	2.7	-0.9	-3.1	3.5	-0.1
CCN(CC)c1ccc(NC(=O)COc2ccc(C)cc2)cc1	-1.1	-0.2	3.5	-0.7	0.4	4.5	-2.7	-5.0	-1.5	-2.1	-0.7
CN1CCC(N(C)C(=O)CCc2nc3ccccc3c(=O)[nH]2)CC1	-1.9	0.2	-4.3	-1.2	-2.4	2.8	-0.6	-2.8	-0.8	-2.2	1.0

This is a random part of the collection; overall some 7.4% were active at least once.
